AI-2 QS modul = modulates the Vibrio harveyi AI-2 quorum sensing system; hit rate 0.4% among 300,000; Vibrio harveyi JMH597 AI-2 luminescence/OD600 ratio, 9 h; hits give low values; strain lacks LuxN and CqsS sensors; 0 = neutral-control median; activity change, % at 7.5 µM; in the data active = activity change below about -75%, passing the limit was not always enough;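 note: luminescence divided by OD600 gain over 9 h not by final OD600 alone; inactives centre near 13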
PolyA inhibitor = yeast polyadenylation inhibition; S. cerevisiae SKY197-pL101 polyadenylation reporter, beta-gal luminescence; efflux-impaired pdr1/pdr3 knockout yeast; score 100 = 6 SD above DMSO; calls only at 12 µM; hit rate 0.02% among 300,000;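 active = lowest replicate activity score at least 50, where 100 means six control SD above control mean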;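 note: yeast exposed to compound for 9 h at 30 °C; higher score means more reporter readthrough which indicates perturbed polyadenylation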
HSF-1 act = increases HSF-1 driven luciferase reporter signal. NIH3T3-HGL HSF-1 luciferase reporter, MG132, 8 h; 100% = twice DMSO control signal. AID 504408. activation, % at 9 µM. hit rate 1.7% among 300,000;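 active = mean replicate activation of at least 50% with a set share of replicates each reaching 50%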;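 note: 0% = median of the neutral control wells and 100% = twice that signal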
KLF5 inhibitor = kruppel-like factor 5 inhibition. DLD-1 KLF5 promoter-luciferase reporter, luminescence. inhibition, % at 5 µM. hit rate 0.23% among 290,000;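 active = inhibition above a per-plate limit of that plate's mean compound inhibition plus 3 SD, cut at about 60% in these data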;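 note: 0% = DMSO wells and 100% = LY294002 at 200 µM; higher means less KLF5 promoter-driven luciferase light; inactives centre near -14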
GSK3A inh = blocks human GSK-3 alpha kinase. AID 2650. inhibition, % at 10 µM. hit rate 0.1% among 320,000. ADP-Glo luminescence, 60 min;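 in the data active = inhibition above about 50%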;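 note: GST-tagged GSK-3 alpha with peptide substrate and 25 µM ATP; 0% = DMSO neutral wells and 100% = GW8510 positive control wells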
Target sequence (P49840 whole entry, looked up): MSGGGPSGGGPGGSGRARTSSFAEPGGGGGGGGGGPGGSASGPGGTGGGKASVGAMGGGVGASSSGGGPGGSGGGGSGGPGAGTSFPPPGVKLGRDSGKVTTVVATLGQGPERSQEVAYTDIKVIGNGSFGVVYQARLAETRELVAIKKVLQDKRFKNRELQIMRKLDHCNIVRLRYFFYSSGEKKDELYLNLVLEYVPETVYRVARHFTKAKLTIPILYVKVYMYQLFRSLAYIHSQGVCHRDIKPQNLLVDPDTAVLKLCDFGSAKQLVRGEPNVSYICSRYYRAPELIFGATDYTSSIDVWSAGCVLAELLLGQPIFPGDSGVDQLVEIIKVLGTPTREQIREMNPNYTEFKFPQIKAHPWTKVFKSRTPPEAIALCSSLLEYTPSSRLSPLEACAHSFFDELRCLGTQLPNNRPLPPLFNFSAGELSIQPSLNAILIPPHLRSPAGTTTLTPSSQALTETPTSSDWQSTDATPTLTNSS
IEC-6 cytotox = IEC-6 cytotoxicity, counter-screen for KLF5 inhibitors. luminescence viability. inhibition, % at 5 µM. hit rate 0.78% among 290,000. AID 1825; in the data active = inhibition above about 22%;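 note: 0% = plate median of test compound wells and 100% = cytotoxic reference compound wells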
GSK3B inh = inhibitors of human GSK3beta kinase; P49841; GST-GSK3beta kinase, ADP-Glo luminescence, 60 min; hits give low values; activity score (negative = inhibition), % at 10 µM; hit rate 0.038% among 300,000;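 active = more than half of replicate wells score below -50%, meaning over 50% inhibition versus plate controls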;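 note: 0% = median DMSO wells and -100% = median GW8510 positive control wells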
Target sequence (P49841 whole entry, looked up): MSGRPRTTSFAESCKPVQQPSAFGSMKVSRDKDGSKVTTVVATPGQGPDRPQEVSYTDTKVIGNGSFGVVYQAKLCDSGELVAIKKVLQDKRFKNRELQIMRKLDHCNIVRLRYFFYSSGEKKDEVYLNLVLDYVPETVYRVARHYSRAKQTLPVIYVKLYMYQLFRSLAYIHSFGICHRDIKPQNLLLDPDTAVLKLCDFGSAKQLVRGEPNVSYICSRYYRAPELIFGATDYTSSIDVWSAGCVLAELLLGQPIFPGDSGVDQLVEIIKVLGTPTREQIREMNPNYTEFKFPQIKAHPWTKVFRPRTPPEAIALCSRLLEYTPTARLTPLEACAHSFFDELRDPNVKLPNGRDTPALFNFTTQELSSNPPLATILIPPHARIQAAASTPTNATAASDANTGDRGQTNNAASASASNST
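Assay system: GST-fused GSK3beta enzyme, cell-free / Medium: Tris pH 7.5 buffer with MgCl2, DTT, BSA, heparin / Also added: peptide substrate plus 25 µM ATP (final) / Compound: 10 µM single point / Timing: kinase reaction with compound 60 min at room temperature / Detection: ADP-Glo luminescence / Benchmarks: DMSO neutral wells and GW8510 at 20 µM as positive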
HSF1 inhib = HSF1 inhibition | activity change, negative = inhibition, % at 7.5 µM (by protocol) | AID 2098 | hit rate 0.77% among 300,000 | NIH3T3-HGL HSE-luciferase, MG132-induced, luminescence 8 h; hits give low values;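 active = more than half of replicate wells show activity change below -50%, luminescence cut by over half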;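 note: luciferase reports HSF-1 transcriptional activity via heat shock element; 0% = median of DMSO wells and -100% = zero luminescence signal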
HSP90 refold inh = inhibitors of HSP90 luciferase refolding in rabbit reticulocyte lysate; inhibition, % at 5.6 µM; hit rate 0.91% among 290,000; luciferase refolding luminescence, 3 h;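 active = inhibition above the screen-wide mean plus 3 SD, computed separately per campaign, cut at about 16% in these data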;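 note: 0% = DMSO wells and 100% = 60 µM geldanamycin wells; inhibitors lower the luminescence because luciferase stays unfolded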
aSyn UTR inh = 5' untranslated region of α-synuclein, MLPCN primary screen; alpha-synuclein 5'UTR reporter, inhibitor activity; inhibition, % (tested at 7.5 µM); hit rate 0.82% among 300,000; in the data active = inhibition above about 60%;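 note: H4 neuroglioblastoma cells stably carrying SNCA 5'UTR luciferase fusion; 0% = DMSO wells and 100% = positive control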
* hit, by the source's call; i = inactive; . = not tested or not shown. An excerpt; count on the stated rates, not on these rows.

SMILES | AI-2 QS modul | PolyA inhibitor | HSF-1 act | KLF5 inhibitor | GSK3A inh | IEC-6 cytotox | GSK3B inh | HSF1 inhib | HSP90 refold inh | aSyn UTR inh
COc1ccc(N2CCOCC2)c(NC(=O)c2ccco2)c1 | 20 | i | -5 | -6 | 5 | 1 | 5 | -11 | 1 | 15
N#Cc1c(N2CCOCC2)nc(N)c2c(N)nc3c(c12)CC(CCl)O3 (stereo unspecified) | 24 | i | -10 | 13 | 0 | -6 | -1 | -11 | -3 | 29
O=C1N=C(C=c2ccc(=Cc3[nH]c(=O)[nH]c3O)cc2)C(=O)N1 | 47 | i | 13 | -16 | 25 | -1 | -8 | 3 | -1 | -15
O=C(Nc1ccc([N+](=O)[O-])cn1)c1ccc2c(c1)OCO2 | 14 | i | 35 | -20 | -2 | -4 | -3 | 20 | -2 | -91
COc1cc([N+](=O)[O-])ccc1NC(=O)c1cccc(NC(=O)C(C)C)c1 | 22 | i | 8 | 0 | -2 | -1 | 1 | -6 | -3 | 4
COc1ccc(Cc2nnc(NC(=O)c3cc(OC)cc(OC)c3)s2)cc1 | 25 | i | 9 | -35 | -4 | 5 | -2 | -3 | 1 | -7
Fc1cccc(Cc2noc(CN3CCSCC3)n2)c1 | 13 | i | 3 | -19 | -3 | -1 | -3 | -1 | 4 | 1
COc1ccc(/C=C2\SC(=NCc3ccccc3)N(Cc3ccccc3)C2=O)cc1OC | 5 | i | 13 | -15 | 4 | -1 | 1 | -4 | -2 | 24
Cc1cc(C(=O)Cn2nnc3ccccc3c2=O)c(C)n1Cc1cccs1 | -5 | i | -4 | -141 | -5 | -4 | 3 | -2 | 35* | 11
COc1ccc(CCNC(=O)c2cnc3scc(C)n3c2=O)cc1OC | 22 | i | -14 | -9 | 0 | 1 | 4 | -11 | 0 | -4
Cc1ccc(-c2[nH][nH]c(=O)c(=O)c2N=Nc2ccccc2)cc1 | 12 | i | 10 | -10 | -3 | -8 | 1 | 8 | 4 | 1
O=C1CNC(=S)N1C(CO)c1ccccc1 (stereo unspecified) | -6 | i | -1 | -13 | -1 | -2 | -2 | -7 | 1 | -5
CC(C)(C)c1cc(NC(=O)c2ccco2)no1 | 14 | i | 37 | -85 | 0 | 11 | 0 | 25 | 19* | -27
COc1cccc(OCC(O)CN2C(C)CCCC2C)c1 (stereo unspecified) | 11 | i | 1 | -1 | -3 | -1 | 3 | -4 | 1 | 4
COc1ccc(N2CC(C(=O)NCc3cccnc3)CC2=O)cc1 (stereo unspecified) | 9 | i | 5 | -20 | -4 | -2 | 5 | 4 | -2 | -4
O=C(CSc1nc2cc(Cl)c(Cl)cc2[nH]1)c1ccc2c(c1)OCO2 | 9 | . | -3 | -17 | -3 | 2 | 3 | -3 | 4 | 19
CCOC(=O)c1ccc(NC(=O)N2CCN(S(C)(=O)=O)CC2)cc1 | 35 | i | -59 | -24 | 4 | -5 | 7 | -53* | 6 | 5
CC(C)CCN1NC2(CCCC(C)C2)NC1=S (stereo unspecified) | 21 | i | -5 | -43 | -4 | 7 | -2 | -7 | 6 | -2
Cc1ccc([N+](=O)[O-])c(OCCCN2C(=O)NC(C)(C)C2=O)c1 | 12 | i | 12 | -29 | 0 | 2 | -3 | 3 | 3 | 2
CNCc1ccccc1OCC(=O)Nc1ccccc1OC | . | i | 9 | 5 | 0 | -2 | . | 9 | -1 | -54
N#CCc1c(C#N)c(N)nc(N2CCN(C=O)CC2)c1C#N | 33 | i | -1 | 10 | 10 | -6 | -2 | 0 | 1 | 35
COC(=O)c1cc(CNC(=O)c2cccc(Cl)c2)ccc1OC | 25 | i | -5 | -3 | 0 | 2 | -3 | -1 | 3 | 22
CCOC(=O)c1cc(C)[nH]c(=O)c1C#N | 22 | i | 1 | -26 | 5 | -2 | -1 | -2 | -2 | -14
NC(=O)c1ccc[n+](CC(=O)c2ccc(Br)cc2)c1 | 19 | i | 24 | -28 | -2 | 2 | -2 | 27 | 2 | -18
COc1cc(NC(=O)Nc2ccc(C)cc2)cc([N+](=O)[O-])c1 | 8 | i | 8 | -41 | 0 | 3 | 1 | 9 | -2 | -141
C=CCn1c(Cc2ccc(OCC)cc2)nnc1SCC(N)=O | 24 | i | -4 | -14 | -5 | 1 | 0 | 1 | -1 | 21
O=C(Oc1ccc(/C=N/NC(=O)c2ccccn2)cc1)c1ccc(Br)cc1 | 10 | i | 19 | -40 | -3 | -1 | 2 | 7 | -1 | -124
Cc1cccc(-n2nnc(C(=O)N3CCc4ccccc4C3)c2N)c1 | -82* | i | 7 | -22 | 1 | 4 | 2 | 4 | 3 | -71
O=C(Nc1cccc(S(=O)(=O)N2CCOCC2)c1)c1ccc(N2CCOCC2)c([N+](=O)[O-])c1 | 7 | i | 8 | -15 | 17 | 3 | 2 | 5 | -4 | 25
Cc1ccc(C)c(N2CCN(CCCNC(=O)Cn3cccc3C(=O)c3ccccc3C)CC2)c1 | -10 | i | -10 | -24 | 2 | 15 | 1 | 0 | 10 | 27
Cc1ccc(C(=O)N2CCN(c3ccc([N+](=O)[O-])cc3)CC2)o1 | 15 | i | 6 | -10 | 1 | 6 | 2 | 2 | 2 | 13
Cc1cccc(Cn2c(=O)n(CCCC(=O)NCc3ccco3)c(=O)c3ccccc32)c1 | 10 | i | 8 | -6 | -3 | 5 | 1 | 7 | 2 | -14
CCCS(=O)(=O)N1CCN(CC2CC=CCC2)CC1 (stereo unspecified) | 38 | i | 3 | -2 | -2 | 1 | 10 | -7 | -1 | 28
COc1nc(C#N)c(N2CCOCC2)o1 | 25 | i | 9 | 6 | -1 | 0 | 0 | -4 | 2 | 25
COCCCNC(=S)NNC(=O)c1csc(C)n1 | 17 | i | 18 | 4 | 9 | -6 | -4 | 4 | 4 | -9
Cn1cnnc1SCC(=O)NCCc1ccccc1 | 13 | i | -8 | -5 | 1 | -6 | 0 | -7 | 8 | 12
CCOCCc1nn2c(=O)cc(CSCC(=O)Nc3cccc(C)c3C)nc2s1 | 49 | i | 22 | -5 | -2 | -10 | 0 | 19 | 5 | 6
CCCCNC(=O)[C@H]1N2C(=O)c3c(ccc(OC)c3OC)C2SC1(C)C (stereo partly specified) | 29 | i | -3 | -15 | 0 | 0 | -5 | -2 | 0 | 11
Nc1ncnc2c1ncn2C1OC(CO)C(O)C1N (stereo unspecified) | 2 | i | 4 | -11 | 3 | -7 | -5 | -1 | 1 | 3
CCc1nc2oc3cc(OC)ccc3c(=O)c2c(=O)n1-c1ccccc1 | 23 | . | . | -33 | -2 | -2 | 0 | . | -1 | -124
COC(=O)c1c(NC(=O)c2ccco2)sc(C(=O)N2CCCC2)c1C | 6 | i | 3 | -18 | -7 | 2 | -1 | -5 | 0 | 13
Cc1ccc(CCNC(=O)c2cc(S(=O)(=O)N3CCOCC3)cn2C)cc1 | 2 | i | 3 | 13 | -1 | 0 | 1 | 1 | -2 | 0
O=C(CCC(=O)Nc1ccccc1Cl)N/N=C/c1ccccc1 | 13 | i | -11 | -29 | 0 | 1 | -10 | -4 | 4 | -29
Cc1cc(-c2ccc(Cl)cc2)c(C#N)c(N)n1 | 12 | i | -19 | -7 | -3 | 5 | -1 | -2 | 0 | -42
CC(Oc1ccccc1)C(=O)Nc1ccc(S(=O)(=O)N2CCN(C)CC2)cc1 (stereo unspecified) | 31 | i | -1 | . | 0 | . | 5 | -6 | . | 9

A stretch of the results above, for reference:
SMILES | AI-2 QS modul | PolyA inhibitor | HSF-1 act | KLF5 inhibitor | GSK3A inh | IEC-6 cytotox | GSK3B inh | HSF1 inhib | HSP90 refold inh | aSyn UTR inh
CCCCNC(=O)[C@H]1N2C(=O)c3c(ccc(OC)c3OC)C2SC1(C)C (stereo partly specified) | 29 | i | -3 | -15 | 0 | 0 | -5 | -2 | 0 | 11
Nc1ncnc2c1ncn2C1OC(CO)C(O)C1N (stereo unspecified) | 2 | i | 4 | -11 | 3 | -7 | -5 | -1 | 1 | 3
CCc1nc2oc3cc(OC)ccc3c(=O)c2c(=O)n1-c1ccccc1 | 23 | . | . | -33 | -2 | -2 | 0 | . | -1 | -124

(listing goes on)
SMILES | AI-2 QS modul | PolyA inhibitor | HSF-1 act | KLF5 inhibitor | GSK3A inh | IEC-6 cytotox | GSK3B inh | HSF1 inhib | HSP90 refold inh | aSyn UTR inh
CCCCn1c(N)c(N(CC(C)C)C(=O)c2ccc(S(=O)(=O)N3CCCCCC3)cc2)c(=O)[nH]c1=O | 3 | i | -2 | . | -3 | . | 2 | -8 | . | 3
Cc1ccc(NC(=O)NNC(=O)C2CC(c3cccs3)=NO2)cc1 (stereo unspecified) | 11 | i | 4 | -32 | -2 | -5 | 1 | -5 | -2 | -3
O=C1CC(c2cccs2)Cc2nc(NCC3CCCO3)ncc21 (stereo unspecified) | 0 | i | 8 | -30 | -5 | 0 | -2 | -1 | 2 | -1
O=C(NCCc1cnc[nH]1)Nc1cccc(C(F)(F)F)c1 | 1 | . | 29 | -18 | 0 | -2 | -3 | 0 | -1 | 12
CN(C(=O)Nc1ccccc1)C1CCCc2ccccc21 (stereo unspecified) | 12 | i | 15 | -29 | -1 | -1 | 1 | 11 | -3 | -2
Cc1ccc(-c2nnc(CN3CCCCC3C)o2)cc1 (stereo unspecified) | 12 | i | -3 | -14 | 0 | 11 | -1 | 5 | -1 | -8
O=C(O)CC(NS(=O)(=O)c1ccc(Br)cc1)c1ccco1 (stereo unspecified) | 20 | i | -3 | 19 | 0 | -1 | -1 | -2 | -4 | 0
O=C(NC(=S)Nc1cccc(-c2ccc(CO)o2)c1)c1cccs1 | 3 | i | 20 | -31 | 0 | 4 | 3 | 11 | 2 | -81
Cc1cccc(NC(=O)CSc2nnc(-c3ccco3)n2CC2CCCO2)n1 (stereo unspecified) | 16 | i | 5 | -23 | 0 | 3 | -2 | 0 | 0 | 20
Cc1ccc(S(=O)(=O)Nc2ccc3c(c2)CCC3)cc1 | 43 | i | 11 | -26 | . | -2 | -2 | 15 | 0 | -5
CCN(CC)CCOCCOc1cc(C)c(Cl)c(C)c1 | -2 | i | -7 | -14 | -8 | 4 | -3 | -6 | 6 | 6
CCN(CC)C(=O)C(=O)Nc1cccc(Br)c1 | 25 | . | 23 | -49 | 1 | -11 | 2 | 6 | -3 | -75
Cc1nn2cc(-c3ccc(Cl)cc3)cnc2c1Br | 9 | i | 59* | 12 | -1 | 1 | 1 | 34 | 0 | -110
CCOC(=O)C1CCCN(C(=O)/C=C/c2ccc([N+](=O)[O-])cc2)C1 (stereo unspecified) | 27 | i | 14 | -25 | 0 | 6 | 4 | 3 | -2 | 16
O=C(Nc1cccc(F)c1)Nc1c[nH]c(=O)[nH]c1=O | 15 | i | 20 | -23 | 1 | -6 | 1 | 0 | 0 | -2
CCCCN(CC)CCCNC(=O)c1ccc(CS(=O)(=O)c2ccccc2C)o1 | 12 | i | -6 | -18 | -2 | -2 | 2 | -4 | -6 | -17
Cn1c(Cc2cccs2)n[nH]c1=S | 9 | i | 24 | -18 | -1 | 2 | 0 | 5 | -2 | 15

Assay outcomes as filed in PubChem.
